Assay outcomes: PubChem BioAssay, Fisher Drug Discovery Resource Center
mcGAS lum – cyclic GMP-AMP synthase inhibitors, mouse, primary biochemical chemiluminescence; Q8C6L5; recombinant cGAS, Kinase-Glo ATP depletion luminescence; inhibition, % at 12.5 µM; 160,000 tested, 0.15% active;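 note: 0% = negative control wells and 100% = reference inhibitor with no enzyme activity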
NPYLR7 agonist – agonists of mosquito NPYLR7 receptor, primary screen, cell-based, Aedes aegypti, calcium fluorescence, mosquito biting behavior | Aedes aegypti neuropeptide Y-like receptor 7 (NPYLR7) | HEK293T NPYLR7/Galpha15, GCaMP6s calcium fluorescence | activation, % at 10 µM | 270,000 tested, 0.15% active | AID 1259423, 2018; in the data active = activation above about 40%;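 note: 0% = vehicle and 100% = reference agonist at the receptor; some compounds past the cut are filed as inactive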
hcGAS inh – Primary biochemical luminescence assay for human cyclic GMP-AMP synthase inhibitors. Q8N884. inhibition, % at 12.5 µM. recombinant h-cGAS, ATP depletion, Kinase-Glo luminescence. 290,000 tested, 0.081% active;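 note: 0% = vehicle reaction and 100% = reaction without DNA for no activity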
Target sequence (Q8N884 whole entry, looked up): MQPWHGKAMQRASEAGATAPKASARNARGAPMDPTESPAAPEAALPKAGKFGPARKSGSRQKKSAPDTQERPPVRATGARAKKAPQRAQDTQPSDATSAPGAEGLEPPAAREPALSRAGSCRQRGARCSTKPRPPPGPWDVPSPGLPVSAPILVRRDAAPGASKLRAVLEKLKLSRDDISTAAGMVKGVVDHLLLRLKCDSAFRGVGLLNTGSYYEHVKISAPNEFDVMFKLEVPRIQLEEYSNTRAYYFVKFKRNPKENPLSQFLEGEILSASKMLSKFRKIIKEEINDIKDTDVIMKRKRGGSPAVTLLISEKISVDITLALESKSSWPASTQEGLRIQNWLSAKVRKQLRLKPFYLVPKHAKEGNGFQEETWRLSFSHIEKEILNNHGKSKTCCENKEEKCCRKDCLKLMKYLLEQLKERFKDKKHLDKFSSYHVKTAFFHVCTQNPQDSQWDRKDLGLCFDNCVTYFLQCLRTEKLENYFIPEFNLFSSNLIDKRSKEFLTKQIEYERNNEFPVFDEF
* = called active by the depositor. Cut-off read from the data, not from the text of the source, unless noted: active = inhibition above about 40%; inactive = the rest. No enrichment for hits; 0.26% or so of the library scored in one or more.

Results for Cc1cc2cc(CNC(=O)/C=C\c3ccccc3)ccc2n1C ?
mcGAS lum: -6; NPYLR7 agonist: 9; hcGAS inh: -5

Results for Cc1c(C2CCN(CCc3ccccc3)CC2)noc1-c1ccc(Cl)cc1 ?
NPYLR7 agonist: -15; hcGAS inh: -4

What do the screens show for `Cc1ccc(CNC(=O)CCC2CCCN(C(=O)c3cc(C(C)C)no3)C2)o1` (centres undefined)?
NPYLR7 agonist: 21; hcGAS inh: -8

Results for c1cncc(CNc2cc(-c3ccc4c(c3)OCO4)c3cc[nH]c3n2)c1 ?
mcGAS lum: -11; NPYLR7 agonist: -4; hcGAS inh: -7

What do the screens show for `CCOCCCNC(=O)c1cc(NC(=O)CCC(=O)OCC)ccc1N1CCN(c2ccccc2OC)CC1`?
mcGAS lum: 1; NPYLR7 agonist: -2; hcGAS inh: 0

What do the screens show for `Cc1n[nH]c(C)c1S(=O)(=O)Nc1ccccc1C(=O)NC1CC1`?
NPYLR7 agonist: -2; hcGAS inh: -8

What do the screens show for `NC(=O)c1ccc(S(=O)(=O)N(Cc2cccs2)CC2CCCO2)cc1` (centres undefined)?
NPYLR7 agonist: -1; hcGAS inh: -9

How did O=C(NNC(=O)c1ccco1)c1cccc(OC(F)F)c1 do in these assays?
NPYLR7 agonist: 6; hcGAS inh: -9

What do the screens show for `Cc1ccc2oc(-c3cccc(NC(=O)c4cccc(I)c4)c3C)nc2c1`?
mcGAS lum: -6; NPYLR7 agonist: 1; hcGAS inh: -6

How did CN(Cc1ncccc1C(=O)O)Cc1nc2ccccc2n1C do in these assays?
NPYLR7 agonist: -1; hcGAS inh: -2

What do the screens show for `Cn1c(SCC(=O)c2ccccc2)nnc1-c1ccccc1F`?
NPYLR7 agonist: 0; hcGAS inh: -6

What do the screens show for `CCC(C(=O)NCc1ccccn1)n1c(=O)n(-c2cccc(C(C)=O)c2)c(=O)c2ccccc21` (centres undefined)?
mcGAS lum: -6; NPYLR7 agonist: 5; hcGAS inh: -10

What do the screens show for `Brc1cc2c(cc1CSc1nnnn1Cc1cccs1)OCO2`?
NPYLR7 agonist: 12; hcGAS inh: -6

Results for COc1ccc(-c2[nH]ncc2CNCCCSC)cc1F ?
mcGAS lum: -2; NPYLR7 agonist: 4; hcGAS inh: 2

Results for CCn1nc(C(=O)Nc2cc(Cl)ccc2OC)c2ccccc2c1=O ?
mcGAS lum: -6; NPYLR7 agonist: 7; hcGAS inh: -11

Results for COc1ccc(CNC2CCCC2)cc1-c1ccc(S(C)(=O)=O)cc1 ?
NPYLR7 agonist: 5; hcGAS inh: 1

How did c1ccc2c(-n3cnnc3C3CCC3)cccc2c1 do in these assays?
NPYLR7 agonist: 2; hcGAS inh: -1

What do the screens show for `CCOC(=O)C1=C(COC(=O)c2cnc(C)cn2)NC(=O)NC1C` (centres undefined)?
NPYLR7 agonist: 17; hcGAS inh: -10

What do the screens show for `O=C(O)CCN1C(=O)CC2(CCCCC2)C1=O`?
mcGAS lum: -3; hcGAS inh: 3

What do the screens show for `c1ccc(-c2cc(Cn3cnnc3)[nH]n2)cc1`?
mcGAS lum: 5; NPYLR7 agonist: -2; hcGAS inh: 4

Results for Cc1ccc(CN(C)C(=O)CCN=C2NS(=O)(=O)c3ccccc32)c(C)c1 ?
NPYLR7 agonist: 4; hcGAS inh: -3

How did Cc1ccccc1CN1C(=O)COCc2ccc(-c3cncnc3)cc21 do in these assays?
NPYLR7 agonist: 7; hcGAS inh: -6

What do the screens show for `Cc1cccc(Cn2c(SCCCO)nc3c2c(=O)n(C)c(=O)n3C)c1`?
mcGAS lum: -9; hcGAS inh: -8

Results for COC(=O)[C@H]1C[C@@H](O)CCN1C(=O)c1cc(C)c(-c2ccccc2)s1 ?
NPYLR7 agonist: -3; hcGAS inh: -9

Results for CCCCCCCOc1ccc(C(=O)N2CCc3c([nH]c4ccc(OC)cc34)C2c2ccccc2OC)cc1 (centres undefined) ?
mcGAS lum: -6; NPYLR7 agonist: 4; hcGAS inh: -8

What do the screens show for `CCCCCCc1ccc(C2=N/C(=C\C=C\c3ccccc3)C(=O)O2)cc1`?
mcGAS lum: -6; NPYLR7 agonist: -1; hcGAS inh: -7

What do the screens show for `Nc1nc(SCc2cccnc2)[nH]c(=O)c1NC(=O)c1ccco1`?
mcGAS lum: -6; NPYLR7 agonist: 2; hcGAS inh: -5

How did COc1ccc(N(CC(=O)Nc2c(C)nn(C)c2C)C(C)C)cc1F do in these assays?
mcGAS lum: -16; NPYLR7 agonist: 8; hcGAS inh: -1

How did Cc1cc(C)n(Cc2cc(C(=O)N3CCC3c3ccc(F)cc3)n[nH]2)n1 (centres undefined) do in these assays?
NPYLR7 agonist: -1; hcGAS inh: -8

What do the screens show for `CC1Sc2ccc(C(=O)N(C)C3CCCCC3)cc2NC1=O` (centres undefined)?
NPYLR7 agonist: 17; hcGAS inh: -17

Results for O=C(O)c1ccc(S(=O)(=O)N(Cl)Cl)cc1 ?
NPYLR7 agonist: -1; hcGAS inh: 0

Results for CCCCOc1ccc(C(=O)N(CC(=O)Nc2cc(-c3ccccc3)nn2-c2ccc(C)cc2)C(C)C)cc1 ?
mcGAS lum: -3; NPYLR7 agonist: -1; hcGAS inh: 1

What do the screens show for `Cc1ccc(C2(O)CCN(Cc3nc(-c4cccnc4)no3)CC2)nc1`?
mcGAS lum: -9; NPYLR7 agonist: -1; hcGAS inh: -3

How did CC(C)N(Cn1nc(-c2ccncc2)n(-c2ccc(Cl)cc2)c1=S)C(C)C do in these assays?
NPYLR7 agonist: 3; hcGAS inh: -5

Results for Cn1nc(-c2cccc(NS(=O)(=O)c3ccc(Oc4ccccc4)cc3)c2)ccc1=O ?
mcGAS lum: -8; NPYLR7 agonist: 0; hcGAS inh: -11

What do the screens show for `CC1CC(C)CN(C(=O)C2CCCN2S(=O)(=O)c2ccc(Br)cc2)C1` (centres undefined)?
NPYLR7 agonist: 2; hcGAS inh: -4

Results for Cc1nn(Cc2c(Cl)cccc2Cl)c(Cl)c1CNCCCOCC1CCCO1 (centres undefined) ?
NPYLR7 agonist: 6; hcGAS inh: -5

What do the screens show for `Cc1[nH]c2ccccc2c1CC(=O)N1CCCC2(CNC(=O)O2)C1` (centres undefined)?
NPYLR7 agonist: 9; hcGAS inh: -4

How did CN(Cc1ccc2ncccc2c1)C(=O)[C@@H]1C[C@H](N)CN1C do in these assays?
NPYLR7 agonist: 10; hcGAS inh: -12

What do the screens show for `CNC(=O)CCNC(=O)/C=C/c1cc(C)n(C2CCCCC2)c1C`?
mcGAS lum: -18; NPYLR7 agonist: 0; hcGAS inh: -7

An excerpt from above in order of formula weight, ascending:
How did CN(Cc1ccc2ncccc2c1)C(=O)[C@@H]1C[C@H](N)CN1C do in these assays?
NPYLR7 agonist: 10; hcGAS inh: -12

What do the screens show for `CNC(=O)CCNC(=O)/C=C/c1cc(C)n(C2CCCCC2)c1C`?
mcGAS lum: -18; NPYLR7 agonist: 0; hcGAS inh: -7

What do the screens show for `Nc1nc(SCc2cccnc2)[nH]c(=O)c1NC(=O)c1ccco1`?
mcGAS lum: -6; NPYLR7 agonist: 2; hcGAS inh: -5

How did COc1ccc(N(CC(=O)Nc2c(C)nn(C)c2C)C(C)C)cc1F do in these assays?
mcGAS lum: -16; NPYLR7 agonist: 8; hcGAS inh: -1

How did Cc1cc(C)n(Cc2cc(C(=O)N3CCC3c3ccc(F)cc3)n[nH]2)n1 (centres undefined) do in these assays?
NPYLR7 agonist: -1; hcGAS inh: -8

What do the screens show for `CCCCCCc1ccc(C2=N/C(=C\C=C\c3ccccc3)C(=O)O2)cc1`?
mcGAS lum: -6; NPYLR7 agonist: -1; hcGAS inh: -7

What do the screens show for `Cc1cccc(Cn2c(SCCCO)nc3c2c(=O)n(C)c(=O)n3C)c1`?
mcGAS lum: -9; hcGAS inh: -8

Results for Cc1ccc(CN(C)C(=O)CCN=C2NS(=O)(=O)c3ccccc32)c(C)c1 ?
NPYLR7 agonist: 4; hcGAS inh: -3

How did CC(C)N(Cn1nc(-c2ccncc2)n(-c2ccc(Cl)cc2)c1=S)C(C)C do in these assays?
NPYLR7 agonist: 3; hcGAS inh: -5

What do the screens show for `CC1CC(C)CN(C(=O)C2CCCN2S(=O)(=O)c2ccc(Br)cc2)C1` (centres undefined)?
NPYLR7 agonist: 2; hcGAS inh: -4

Results for Cn1nc(-c2cccc(NS(=O)(=O)c3ccc(Oc4ccccc4)cc3)c2)ccc1=O ?
mcGAS lum: -8; NPYLR7 agonist: 0; hcGAS inh: -11

Results for CCCCOc1ccc(C(=O)N(CC(=O)Nc2cc(-c3ccccc3)nn2-c2ccc(C)cc2)C(C)C)cc1 ?
mcGAS lum: -3; NPYLR7 agonist: -1; hcGAS inh: 1

Following part:
What do the screens show for `Cc1ccc(/[N+]([O-])=C/c2ccc(Br)cc2)cc1`?
NPYLR7 agonist: -5; hcGAS inh: 1

What do the screens show for `CC(C)C1CN(C(=O)CN2CCCC2)CCC(=O)N1CC1CC1` (centres undefined)?
mcGAS lum: -11; hcGAS inh: -2

How did COC(=O)c1ccc(Cn2c(C)c(C(=O)NCc3cccc(C(F)(F)F)c3)sc2=O)o1 do in these assays?
NPYLR7 agonist: 0; hcGAS inh: 2

What do the screens show for `CN(C(=O)OC(C)(C)C)C1CCN(C(=O)C2CC2(Cl)Cl)C1` (centres undefined)?
NPYLR7 agonist: 4; hcGAS inh: -10

How did COc1cc2nc(-c3ccc(C)o3)cc(C(=O)NC(C)c3ccccc3)c2cc1OC (centres undefined) do in these assays?
mcGAS lum: -7; NPYLR7 agonist: -4; hcGAS inh: -7

Results for COc1cccc(CN2CCN(Cc3c(C)cc(C)cc3-n3cccn3)CC2CCO)c1 (centres undefined) ?
NPYLR7 agonist: -3; hcGAS inh: -6

Results for O=C(NCCCCN1CCOC(c2ccccc2)C1)C(=O)NC1CCCC1 (centres undefined) ?
NPYLR7 agonist: -9; hcGAS inh: -4

Results for CC(C)CC(CNS(=O)(=O)c1cccc(Cl)c1)N1CCOCC1 (centres undefined) ?
NPYLR7 agonist: -2; hcGAS inh: -6

What do the screens show for `COCC1(C(=O)N2CCC(c3nc4c(C)cccc4[nH]3)CC2)CCC1`?
mcGAS lum: -9; NPYLR7 agonist: 13; hcGAS inh: -4

How did CNC(=O)CN(C)S(=O)(=O)c1ccccc1-c1ccccc1 do in these assays?
NPYLR7 agonist: 0; hcGAS inh: -13

What do the screens show for `COC[C@H]1CCCN1C(=O)Cn1nc(C)c(C)c1C`?
mcGAS lum: -6; hcGAS inh: -14

Results for CCN(Cc1cc(Cl)ccc1OC)C(=O)c1cccnc1NC ?
NPYLR7 agonist: 13; hcGAS inh: -1

Results for CCCc1nc(N2CCN(C(=O)c3cccs3)CC2)c2c(-c3cccc(C(F)(F)F)c3)noc2n1 ?
mcGAS lum: -4; NPYLR7 agonist: 13; hcGAS inh: -1

How did COc1cccc(-c2cc(C(=O)O)nc3cc(-c4ccc(Cl)cc4)nn23)c1 do in these assays?
NPYLR7 agonist: -5; hcGAS inh: 21

How did Cc1cc(C)c2[nH]c(O)c(N=Nc3ccc([N+](=O)[O-])cc3[N+](=O)[O-])c2c1 do in these assays?
mcGAS lum: -8; NPYLR7 agonist: 24; hcGAS inh: -5

How did COc1ccccc1/C=N\Nc1cc(N(C)C)nc(N(C)C)n1 do in these assays?
mcGAS lum: -6; NPYLR7 agonist: 3; hcGAS inh: -6

What do the screens show for `CC(C)(C)C1CCC(OC(=O)Cn2cnc([N+](=O)[O-])n2)CC1` (centres undefined)?
NPYLR7 agonist: 1; hcGAS inh: -8

What do the screens show for `CCN1C(=O)CC[C@]2(CNS(=O)(=O)c3cn(C)cn3)CCC[C@@H]12`?
mcGAS lum: -6; hcGAS inh: -13

Results for COC(=O)c1sc(N2CCOCC2)nc1N ?
mcGAS lum: -3; NPYLR7 agonist: 0; hcGAS inh: -4

How did CCN(Cc1nccn1Cc1ccc(C)cc1)C(=O)C1CCCC1 do in these assays?
mcGAS lum: -4; NPYLR7 agonist: 6; hcGAS inh: -6

Results for CCC(C(=O)N(Cc1cc(NC(=O)c2ccccc2Cl)ccc1N(C)C)C1CC1)c1ccccc1 (centres undefined) ?
mcGAS lum: -9; NPYLR7 agonist: -1; hcGAS inh: -8

How did COc1ccc(OC)c2sc(N(Cc3cccnc3)C(=O)/C=C/c3cccs3)nc12 do in these assays?
mcGAS lum: -9; NPYLR7 agonist: -11; hcGAS inh: -5

Results for O=C(c1ccc(C2SCCCS2)cc1)N1CCc2ccccc21 ?
mcGAS lum: -5; NPYLR7 agonist: -1; hcGAS inh: -6

Results for CN1CCC(Cn2cnc(-c3ccccc3)c2-c2cn[nH]c2-c2ccccc2)C1 (centres undefined) ?
mcGAS lum: 2; NPYLR7 agonist: -13; hcGAS inh: 5

Results for O=C(NC1=N[C@@]23CO[C@H](c4ccccc4)C[C@@H]2CC(=O)[C@H]3S1)C1CC1 ?
mcGAS lum: -7; NPYLR7 agonist: 2; hcGAS inh: 3

How did O=C(COc1cccc2ccccc12)N1CCCC(O)C1 (centres undefined) do in these assays?
NPYLR7 agonist: -3; hcGAS inh: -9

What do the screens show for `CCC(CC)CN1CCc2c(sc(S(=O)(=O)NCC3CCCO3)c2C(=O)OC)C1` (centres undefined)?
NPYLR7 agonist: 2; hcGAS inh: 2

Results for C=C[C@@](C)(O)CCC1C(=C)C[C@H](OC(C)=O)C2C(C)(C)CCCC12C (some centres undefined) ?
NPYLR7 agonist: -4; hcGAS inh: -5

Results for N#Cc1c(N)nc2c(c1-c1ccco1)CCCC2 ?
NPYLR7 agonist: 6; hcGAS inh: -4

What do the screens show for `COc1ccc(C)cc1CN(C)CC(=O)N1CCNC1=O`?
mcGAS lum: -16; NPYLR7 agonist: -1; hcGAS inh: -6
